Efflux pump mplx = inhibitors of Candida antifungal efflux pumps expressed in yeast | 330,000 tested, 0.44% active | inhibition, % at 10 µM | S. cerevisiae Candida pump triplex, Nile Red efflux | AID 485275;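 active = plate passing quality check with inhibition over a set limit, or well fluorescence over plate mean plus 4 SD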;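 also: Nile Red retained in pooled yeast measured as flow cytometry median fluorescence; 0% = buffer negative control and 100% = Enniatin B positive control; higher means more Nile Red kept so more efflux inhibition; some compounds called inactive have numbers as strong as hits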
MEP2-GFP yeast = yeast TOR pathway MEP2-GFP modulation | GFP response vs DMSO, % at 10 µM | 330,000 tested, 0.51% active | S. cerevisiae MEP2-GFP strain, flow cytometry GFP, 3 h; 100% = DMSO control level;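 active = GFP response versus DMSO above a set limit, roughly screen mean plus 3 SD, cut at about 180% in these data; inconclusive = fewer than 70 cells counted for a yeast strain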;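 also: median GFP fluorescence of the barcode-gated MEP2-GFP cells per well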
Yeast superoxide = lowers age-related superoxide in aged yeast cells; superoxide response (% of plate mean), % at 10 µM; S. cerevisiae aged cells, superoxide DHE fluorescence; active compounds read low; AID 2690; 330,000 tested, 0.18% active;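 active = superoxide response under a set limit, about three screen SD below normal, cut at about 65% in these data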;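 also: yeast aged for seven days with compound at 30 °C before DHE staining; 100% = average MFI of all compound-treated wells on the plate with controls excluded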
CIT2 TOR yeast = yeast TOR pathway CIT2-GFP modulation | S. cerevisiae CIT2-GFP strain, flow cytometry, 3 h; 100 means same as DMSO wells | 320,000 tested, 0.065% active | GFP response vs DMSO, % at 10 µM | AID 2029;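 active = GFP response relative to DMSO above a set limit, near the screen mean plus 3 SD, cut at about 150% in these data; inconclusive = Fewer than 70 cells measured for a yeast strain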;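 also: ratio of well median GFP fluorescence to mean of DMSO wells on the plate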
RPL19A TOR yeast = modulators of TOR pathway RPL19A-GFP in S. cerevisiae. percent response vs DMSO, % at 10 µM. 330,000 tested, 0.3% active. S. cerevisiae RPL19A-GFP strain, flow cytometry, 3 h; active compounds read low. AID 2025;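 active = percent response vs DMSO below 50%; inconclusive = fewer than 70 events counted for the yeast strain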;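 also: median channel GFP fluorescence of the barcoded RPL19A-GFP strain; ratio of sample median GFP to plate DMSO average so 100% = DMSO; lower means less RPL19A-GFP as with rapamycin TOR inhibition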
AHR act = activators of human aryl hydrocarbon receptor. P35869. AHR-responsive luciferase reporter cells, luminescence. activation, % at 5 µM. 320,000 tested, 2.5% active; in the data active = activation above about 47%;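 also: 0% = vehicle wells and 100% = reference agonist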
Target sequence (P35869 whole entry, looked up): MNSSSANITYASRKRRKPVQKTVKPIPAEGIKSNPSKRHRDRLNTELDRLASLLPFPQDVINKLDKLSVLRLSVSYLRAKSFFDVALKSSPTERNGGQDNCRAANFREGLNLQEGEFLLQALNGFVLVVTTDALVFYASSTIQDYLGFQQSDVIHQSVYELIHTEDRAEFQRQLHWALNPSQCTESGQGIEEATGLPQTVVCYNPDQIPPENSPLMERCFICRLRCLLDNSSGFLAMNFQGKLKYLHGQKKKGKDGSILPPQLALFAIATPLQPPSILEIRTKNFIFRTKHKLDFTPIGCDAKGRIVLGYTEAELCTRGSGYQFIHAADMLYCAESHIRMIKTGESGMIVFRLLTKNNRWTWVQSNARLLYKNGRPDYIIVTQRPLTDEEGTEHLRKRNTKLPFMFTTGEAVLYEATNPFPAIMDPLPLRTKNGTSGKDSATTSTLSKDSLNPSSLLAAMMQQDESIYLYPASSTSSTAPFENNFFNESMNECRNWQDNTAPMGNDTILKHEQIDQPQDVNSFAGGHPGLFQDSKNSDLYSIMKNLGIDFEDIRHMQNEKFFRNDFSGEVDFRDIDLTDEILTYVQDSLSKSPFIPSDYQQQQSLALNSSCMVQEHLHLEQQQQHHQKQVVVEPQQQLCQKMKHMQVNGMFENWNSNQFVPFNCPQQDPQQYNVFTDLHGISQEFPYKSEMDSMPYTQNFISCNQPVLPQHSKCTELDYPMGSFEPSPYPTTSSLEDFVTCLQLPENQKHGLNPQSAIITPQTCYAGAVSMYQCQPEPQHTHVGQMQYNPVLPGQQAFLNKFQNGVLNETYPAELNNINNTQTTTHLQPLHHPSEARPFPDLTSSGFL
LAP4 TOR yeast = modulators of TOR pathway LAP4-GFP in S. cerevisiae; S. cerevisiae LAP4-GFP multiplex, flow cytometry GFP, 3 h; median GFP as percent of DMSO wells; 320,000 tested, 0.34% active; AID 2023; GFP response vs DMSO, % at 10 µM;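 active = GFP response vs DMSO above a set limit, about the screen mean plus 3 SD, cut at about 150% in these data; inconclusive = under 70 cell events counted for the yeast strain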
AGP1 TOR yeast = alters AGP1-GFP fluorescence in TOR pathway yeast screen; S. cerevisiae AGP1-GFP multiplex flow cytometry, 3 h; GFP as percent of DMSO wells; GFP response vs DMSO, % at 10 µM; 320,000 tested, 0.02% active;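 active = GFP response relative to DMSO above a set limit, near screen average plus 3 SD, cut at about 150% in these data; inconclusive = fewer than 70 cells counted for the yeast strain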;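 also: median GFP channel fluorescence of the gated AGP1 strain per well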
* hit, by the source's call.

CC(C)(C)c1ccc(OCCC(=O)Nc2ccc(N3CCOCC3)cc2N2CCOCC2)cc1 was read as Efflux pump mplx 0.1, MEP2-GFP yeast 94.0, Yeast superoxide 90.0, CIT2 TOR yeast 99.1, RPL19A TOR yeast 97.3, AHR act 2.0, LAP4 TOR yeast 103.9 and AGP1 TOR yeast 100.5.
Cc1ccnc(NC(=O)C2CCN(S(=O)(=O)c3ccc4ccccc4c3)CC2)c1 was read as Efflux pump mplx 0.1, MEP2-GFP yeast 99.5, Yeast superoxide 88.0, CIT2 TOR yeast 99.9, RPL19A TOR yeast 97.7, AHR act 5.3, LAP4 TOR yeast 105.7 and AGP1 TOR yeast 107.4.
`COc1ccc(NC(=O)C2CCN(c3cnccn3)CC2)cc1OC` gave Efflux pump mplx 0.3, MEP2-GFP yeast 108.2, Yeast superoxide 101.7, CIT2 TOR yeast 96.5, RPL19A TOR yeast 102.0, AHR act 3.6, LAP4 TOR yeast 97.8 and AGP1 TOR yeast 96.6.
CCCn1c(=O)[nH]c(=O)c2c(C(=O)OCC)cc(-c3cccs3)nc21 was read as Efflux pump mplx -0.1, MEP2-GFP yeast 95.8, Yeast superoxide 102.8, CIT2 TOR yeast 100.2, RPL19A TOR yeast 100.3, AHR act 3.4, LAP4 TOR yeast 98.6 and AGP1 TOR yeast 98.9.
For O=S(=O)(NCCN1CCOCC1)c1cccs1 the results were Efflux pump mplx -0.1, MEP2-GFP yeast 100.2, Yeast superoxide 98.1, CIT2 TOR yeast 102.9, RPL19A TOR yeast 99.0, AHR act 0.5, LAP4 TOR yeast 95.2 and AGP1 TOR yeast 103.0.
Screening NS(=O)(=O)c1ccc(CNC(=O)CCSCCC(=O)NCc2ccc(S(N)(=O)=O)cc2)cc1 returned Efflux pump mplx -0.1, MEP2-GFP yeast 102.2, Yeast superoxide 107.6, CIT2 TOR yeast 100.3, RPL19A TOR yeast 100.8, AHR act -1.6, LAP4 TOR yeast 95.8 and AGP1 TOR yeast 100.0.
Screening Cc1ccccc1C1NC(c2ccccc2C)C(C)C(=O)C1C (configuration not stated) returned Efflux pump mplx 0.1, MEP2-GFP yeast 96.8, Yeast superoxide 91.7, CIT2 TOR yeast 97.6, RPL19A TOR yeast 99.0, AHR act 2.2, LAP4 TOR yeast 100.1 and AGP1 TOR yeast 101.2.
For CCc1ccc2nc(NC(=O)C3CCN(c4ncnc5sc(C)c(C)c45)CC3)sc2c1 the results were Efflux pump mplx 0.6, MEP2-GFP yeast 94.1, Yeast superoxide 111.4, CIT2 TOR yeast 86.7, RPL19A TOR yeast 90.1, AHR act 6.2, LAP4 TOR yeast 90.9 and AGP1 TOR yeast 89.8.
Screening c1ccc2oc(-c3csc(NCC4CCCO4)n3)cc2c1 (configuration not stated) returned Efflux pump mplx -0.1, MEP2-GFP yeast 110.0, Yeast superoxide 94.7, CIT2 TOR yeast 92.2, RPL19A TOR yeast 97.6, AHR act -0.6, LAP4 TOR yeast 117.3 and AGP1 TOR yeast 101.6.
`COc1ccccc1N1CCN(Cc2cc(Br)c(O)c3ncccc23)CC1` gave Efflux pump mplx 0.3, MEP2-GFP yeast 105.9, Yeast superoxide 100.8, CIT2 TOR yeast 99.4, RPL19A TOR yeast 101.7, AHR act 0.8, LAP4 TOR yeast 106.4 and AGP1 TOR yeast 86.6.

Three compounds out of the list, arranged by number of heavy atoms, low to high:
For O=S(=O)(NCCN1CCOCC1)c1cccs1 the results were Efflux pump mplx -0.1, MEP2-GFP yeast 100.2, Yeast superoxide 98.1, CIT2 TOR yeast 102.9, RPL19A TOR yeast 99.0, AHR act 0.5, LAP4 TOR yeast 95.2 and AGP1 TOR yeast 103.0.
`COc1ccc(NC(=O)C2CCN(c3cnccn3)CC2)cc1OC` gave Efflux pump mplx 0.3, MEP2-GFP yeast 108.2, Yeast superoxide 101.7, CIT2 TOR yeast 96.5, RPL19A TOR yeast 102.0, AHR act 3.6, LAP4 TOR yeast 97.8 and AGP1 TOR yeast 96.6.
`COc1ccccc1N1CCN(Cc2cc(Br)c(O)c3ncccc23)CC1` gave Efflux pump mplx 0.3, MEP2-GFP yeast 105.9, Yeast superoxide 100.8, CIT2 TOR yeast 99.4, RPL19A TOR yeast 101.7, AHR act 0.8, LAP4 TOR yeast 106.4 and AGP1 TOR yeast 86.6.

(continued)
For COc1ccc(OC)c(S(=O)(=O)Nc2cccc(-c3ccc(N4CCCCCC4)nn3)c2)c1 the results were Efflux pump mplx 0.0, MEP2-GFP yeast 101.8, Yeast superoxide 102.1, CIT2 TOR yeast 108.9, RPL19A TOR yeast 108.1, AHR act 0.5, LAP4 TOR yeast 101.8 and AGP1 TOR yeast 107.3.
Screening COC(=O)c1c(NC(C)=O)sc2c1CCCC2 returned Efflux pump mplx 0.2, MEP2-GFP yeast inconclusive, Yeast superoxide 88.9, CIT2 TOR yeast inconclusive, RPL19A TOR yeast inconclusive, AHR act 3.4, LAP4 TOR yeast inconclusive and AGP1 TOR yeast inconclusive.
For Cc1c(C(=O)C(=O)N2CCN(Cc3ccc4c(c3)OCO4)CC2)c2ccccc2n1C the results were Efflux pump mplx 0.2, MEP2-GFP yeast 95.1, Yeast superoxide 86.3, CIT2 TOR yeast 99.0, RPL19A TOR yeast 95.0, AHR act -1.2, LAP4 TOR yeast 95.0 and AGP1 TOR yeast 104.9.
`NC(=O)C1CCN(S(=O)(=O)c2ccc3c(c2)OCCO3)CC1` gave Efflux pump mplx 0.0, MEP2-GFP yeast 97.9, Yeast superoxide 103.5, CIT2 TOR yeast 99.6, RPL19A TOR yeast 98.0, AHR act -0.3, LAP4 TOR yeast 101.4 and AGP1 TOR yeast 104.8.
For CN(C)CC(O)COC(c1ccc(Cl)cc1)c1ccc(Cl)cc1 (configuration not stated) the results were Efflux pump mplx 0.0, MEP2-GFP yeast 90.5, Yeast superoxide 100.3, CIT2 TOR yeast 97.9, RPL19A TOR yeast 97.6, AHR act -1.8, LAP4 TOR yeast 99.0 and AGP1 TOR yeast 101.0.
For Cc1nc2c(C)cccc2c2c1CCS2 the results were Efflux pump mplx 0.0, MEP2-GFP yeast 99.4, Yeast superoxide 109.1, CIT2 TOR yeast 97.4, RPL19A TOR yeast 99.1, AHR act -1.7, LAP4 TOR yeast 108.7 and AGP1 TOR yeast 103.2.
CC(OC(=O)/C=C/c1cccc(C(F)(F)F)c1)C(=O)NC1CCCCC1C (configuration not stated) was read as Efflux pump mplx -0.1, MEP2-GFP yeast 98.7, Yeast superoxide 91.3, CIT2 TOR yeast 99.8, RPL19A TOR yeast 97.2, AHR act -0.3, LAP4 TOR yeast 102.6 and AGP1 TOR yeast 106.7.
For CCOC(=O)Nc1cccc(NC(=O)c2cc(OC)cc(OC)c2)c1 the results were Efflux pump mplx 0.4, MEP2-GFP yeast 93.0, Yeast superoxide 101.7, CIT2 TOR yeast 84.7, RPL19A TOR yeast 87.5, AHR act 1.3, LAP4 TOR yeast 88.8 and AGP1 TOR yeast 88.5.
`O=C(CSc1nc2ccccc2s1)c1cc2ccccc2o1` gave Efflux pump mplx 0.1, MEP2-GFP yeast 101.1, Yeast superoxide 99.6, CIT2 TOR yeast 105.1, RPL19A TOR yeast 101.8, AHR act 8.5, LAP4 TOR yeast 110.3 and AGP1 TOR yeast 101.7.
CC(C)NC(=O)CC1Nc2c3ccccc3nc(=S)n2C1=O (configuration not stated) was read as Efflux pump mplx -0.3, MEP2-GFP yeast 99.1, Yeast superoxide 117.2, CIT2 TOR yeast 103.1, RPL19A TOR yeast 97.7, AHR act 3.4, LAP4 TOR yeast 101.0 and AGP1 TOR yeast 100.6.
`S=c1[nH]nc(Cc2c[nH]c3ccccc23)o1` gave Efflux pump mplx -0.1, MEP2-GFP yeast 105.7, Yeast superoxide 112.6, CIT2 TOR yeast 101.8, RPL19A TOR yeast 103.0, AHR act 2.3, LAP4 TOR yeast 93.6 and AGP1 TOR yeast 106.8.
For COc1ccc(N(C)C(=O)c2cc3c(s2)-c2c(C)cccc2OC3)c(OC)c1 the results were Efflux pump mplx 0.1, MEP2-GFP yeast 85.8, Yeast superoxide 91.1, CIT2 TOR yeast 75.1, RPL19A TOR yeast 93.6, AHR act 8.8, LAP4 TOR yeast 93.4 and AGP1 TOR yeast 100.1.
For COCCCNC(=O)c1ccccc1NS(C)(=O)=O the results were Efflux pump mplx 0.1, MEP2-GFP yeast 105.0, Yeast superoxide 86.0, CIT2 TOR yeast 94.6, RPL19A TOR yeast 98.2, AHR act -0.7, LAP4 TOR yeast 99.8 and AGP1 TOR yeast 98.5.
`COc1cccc(N2CCN(c3ccc4nnc(CCC(=O)Nc5ccc(OC)c(OC)c5)n4n3)CC2)c1` gave Efflux pump mplx 0.2, MEP2-GFP yeast 96.4, Yeast superoxide 77.8, CIT2 TOR yeast 91.0, RPL19A TOR yeast 94.7, AHR act 0.7, LAP4 TOR yeast 90.4 and AGP1 TOR yeast 99.5.
For CC(=O)Nc1ccc(/C=N/NC(=O)c2cccc(S(=O)(=O)N3CCOCC3)c2)cc1 the results were Efflux pump mplx -0.5, MEP2-GFP yeast 98.3, Yeast superoxide 101.5, CIT2 TOR yeast 93.4, RPL19A TOR yeast 99.8, AHR act 1.3, LAP4 TOR yeast 82.6 and AGP1 TOR yeast 90.5.
O=C(NN1C(=O)C2C(c3ccccc3)C=CC(c3ccccc3)C2C1=O)c1cccc(Br)c1 (configuration not stated) was read as Efflux pump mplx -0.2, MEP2-GFP yeast 95.8, Yeast superoxide 96.0, CIT2 TOR yeast 93.4, RPL19A TOR yeast 97.1, AHR act 1.8, LAP4 TOR yeast 87.8 and AGP1 TOR yeast 91.0.
Screening CCSc1nnc(NC(=O)c2cccc(OCc3c(C)noc3C)c2)s1 returned Efflux pump mplx 0.2, MEP2-GFP yeast 98.2, Yeast superoxide 110.1, CIT2 TOR yeast 96.6, RPL19A TOR yeast 94.2, AHR act -14.9, LAP4 TOR yeast 108.3 and AGP1 TOR yeast 89.7.
For COc1cc(/C=N/Nc2ccc(S(N)(=O)=O)cc2)cc(OC)c1OC the results were Efflux pump mplx 0.0, MEP2-GFP yeast 91.2, Yeast superoxide 102.9, CIT2 TOR yeast 90.8, RPL19A TOR yeast 95.1, AHR act 8.8, LAP4 TOR yeast 111.7 and AGP1 TOR yeast 99.9.
`Cc1cccc(C(=O)Nc2ccc(S(=O)(=O)N3CCOCC3)cc2)c1[N+](=O)[O-]` gave Efflux pump mplx 0.0, MEP2-GFP yeast 103.9, Yeast superoxide 99.0, CIT2 TOR yeast 110.7, RPL19A TOR yeast 100.3, AHR act 2.2, LAP4 TOR yeast 92.3 and AGP1 TOR yeast 100.2.

Grouped by structure: those above containing bromine (2)
`COc1ccccc1N1CCN(Cc2cc(Br)c(O)c3ncccc23)CC1` gave Efflux pump mplx 0.3, MEP2-GFP yeast 105.9, Yeast superoxide 100.8, CIT2 TOR yeast 99.4, RPL19A TOR yeast 101.7, AHR act 0.8, LAP4 TOR yeast 106.4 and AGP1 TOR yeast 86.6.
O=C(NN1C(=O)C2C(c3ccccc3)C=CC(c3ccccc3)C2C1=O)c1cccc(Br)c1 (configuration not stated) was read as Efflux pump mplx -0.2, MEP2-GFP yeast 95.8, Yeast superoxide 96.0, CIT2 TOR yeast 93.4, RPL19A TOR yeast 97.1, AHR act 1.8, LAP4 TOR yeast 87.8 and AGP1 TOR yeast 91.0.
